FBW7 activator: human FBW7 E3 ligase activation, primary screen | AlphaScreen FBW7–phospho-cyclin E peptide binding, activator screen | normalized activity (activation), % at 26.1 µM | hit rate 0.13% among 650,000 | AID 1259310; in the data active = normalized activity above about 1.9%;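 also: purified mutant Fbw7 with reduced substrate affinity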
Target sequence (Q969H0 whole entry, looked up): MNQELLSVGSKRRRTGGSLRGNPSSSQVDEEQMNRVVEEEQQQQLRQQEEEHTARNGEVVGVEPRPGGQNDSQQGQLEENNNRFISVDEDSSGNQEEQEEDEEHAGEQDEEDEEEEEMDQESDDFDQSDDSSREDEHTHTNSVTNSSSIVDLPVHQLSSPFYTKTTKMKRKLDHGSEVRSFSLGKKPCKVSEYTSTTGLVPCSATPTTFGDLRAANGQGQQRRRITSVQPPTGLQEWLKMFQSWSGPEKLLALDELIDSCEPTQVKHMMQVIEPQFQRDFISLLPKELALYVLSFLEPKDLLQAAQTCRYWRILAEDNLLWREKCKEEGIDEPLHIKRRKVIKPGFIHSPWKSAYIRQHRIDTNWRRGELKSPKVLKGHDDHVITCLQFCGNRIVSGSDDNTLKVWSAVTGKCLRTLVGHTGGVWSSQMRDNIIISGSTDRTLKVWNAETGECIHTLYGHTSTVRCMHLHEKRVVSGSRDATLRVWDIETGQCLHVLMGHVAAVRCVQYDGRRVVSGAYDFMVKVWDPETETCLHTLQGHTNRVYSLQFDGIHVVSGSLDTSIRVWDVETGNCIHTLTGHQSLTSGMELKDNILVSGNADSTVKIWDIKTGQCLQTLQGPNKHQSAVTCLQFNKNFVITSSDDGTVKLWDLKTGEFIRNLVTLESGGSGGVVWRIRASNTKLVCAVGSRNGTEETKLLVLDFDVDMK
MITF primary: human MITF inhibition, primary screen | O75030 | AID 1259374 | AlphaScreen MITF homodimerization, bead proximity signal | inhibition, % at 2.6 µM | hit rate 0.91% among 650,000; in the data active = inhibition above about 50%;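 also: 0% = vehicle wells with protein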
GPR151 activ: human GPR151 activation; Q8TDV0; PathHunter beta-arrestin GPR151 cells, luminescence; activation, % at 11.2 µM; hit rate 1% among 650,000; in the data active = activation above about 4.9%;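 also: 0% = median of compound wells and 100% = cells with positive control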
Target sequence (Q8TDV0 whole entry, looked up): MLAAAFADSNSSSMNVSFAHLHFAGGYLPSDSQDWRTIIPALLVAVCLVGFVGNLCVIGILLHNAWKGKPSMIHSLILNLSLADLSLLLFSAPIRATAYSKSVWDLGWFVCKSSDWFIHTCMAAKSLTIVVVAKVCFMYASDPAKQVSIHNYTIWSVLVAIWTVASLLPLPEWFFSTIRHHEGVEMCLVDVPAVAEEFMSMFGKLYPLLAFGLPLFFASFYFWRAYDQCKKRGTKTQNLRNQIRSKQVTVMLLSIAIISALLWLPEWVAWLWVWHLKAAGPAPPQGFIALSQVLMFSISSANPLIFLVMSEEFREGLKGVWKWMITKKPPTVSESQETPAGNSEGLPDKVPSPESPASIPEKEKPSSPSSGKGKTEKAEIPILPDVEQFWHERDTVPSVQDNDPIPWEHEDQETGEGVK
TEAD-YAP block: TEAD-YAP interaction inhibition | HEK-TIYL cells, TEAD-Gal4/YAP UAS-luciferase luminescence | inhibition, % at 9.12 µM | hit rate 1.4% among 640,000; in the data active = inhibition above about 32%;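 also: 0% = median of test compound wells and 100% = reference inhibitor wells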
* hit, by the source's call; & = joins results of further samples.

SMILES	FBW7 activator	MITF primary	GPR151 activ	TEAD-YAP block
COc1ccccc1C1CC(c2c(-c3ccccc3)c3cc(Cl)ccc3[nH]c2=O)=NN1C(C)=O (stereo not given)	0.0	5	-0.9	17
CC(=O)Oc1ccc(C(=O)Nc2ccc(C(N)=O)cc2)cc1	0.1	9	-4.2	-7
COCCN(CCOC)C(=O)CN1C(=O)NC(Cc2c[nH]c3ccccc23)C1=O (stereo not given)	-0.2	-4	-0.4	-6
CCOC(=O)c1sc2nc(C)cc(C)c2c1N(C(C)=O)C(C)=O	0.0	12	1.2	6
COCCn1c(CCC(=O)NCc2ccccc2OC)nc2cccnc21	0.1	3	-0.5	6
CCOc1ccc(S(=O)(=O)NCc2ccccc2)cc1C(=O)O	-0.2	10	2.6	-2
CCCOc1ccc(C2NC(=O)NC(C)=C2C(=O)OC2CCCCCCC2)cc1OC (stereo not given)	-0.1	-4	1.4	-2
CCCC(=O)Nc1cc(C)cn(Cc2c(F)cccc2Cl)c1=O	0.4	15	-0.7	0
CCCCOC(=O)Nc1ccc(C(=O)OCCC(C)C)cc1	0.1	-18	-0.8	-5
COC(=O)c1c(N)sc(C)c1-c1ccc(F)cc1	0.0	1	-0.5	4
Cc1ccc(C(=O)CSc2nnc(C3CC3)n2C)cc1C	-0.2	3	-0.8	-17
O=[N+]([O-])c1ccccc1S(=O)(=O)NCCOc1ccc(Cl)cc1	0.0	19	-0.2	-1
Cc1ccc(C(NC(=O)NCc2ccco2)=C(Cl)Cl)cc1F	-0.1	5	0.6	-3
Cc1cccc(-n2nc3c(c2NC(=O)C2CC2)CS(=O)(=O)C3)c1C	0.6	18	-0.3	-8
N=c1c([N+](=O)[O-])nn(-c2ccc3c(c2)OCCO3)n1O	-0.1	-1	-1.2	-6
O=S(=O)(c1ccc(N2CCOCC2)nc1)N(Cc1ccccc1)Cc1ccccc1	-0.1	0	2.0	5
COc1cc(/C=N/n2c(=S)[nH]nc(C)c2=O)cc(Br)c1O	0.0	13	0.2	1
CCOc1ccc(C(C)(C)CCl)cc1F	-0.1	-2	0.1	4
O=C(C1CC1)N1N=C(c2ccccc2)CC1(O)C(F)(F)F (stereo not given)	0.1	1	0.5	5
CCn1c(N)c(Br)c(=O)[nH]c1=O	0.2	25	0.7	9
CC1(C)[C@H]2CC=C(CN3CCC(Oc4cccc(C(=O)N5CCOCC5)c4)CC3)[C@@H]1C2	0.1	16	0.8	-4
Cc1cc(C)c(NC(=O)CSc2nncn2C)c(C)c1	0.3	-3	-1.4	-3
COC(=O)c1ccc(CSc2nc(N)cc(N)n2)cc1	-0.1	-18	-1.0	-14
CC(=O)c1cccc(NC(=O)CSCc2c(F)cccc2Cl)c1	0.5	9	-0.9	-17
O=C(Nc1ccc2c(c1)C(=O)NC2=O)c1ccc([N+](=O)[O-])cc1Cl	0.2	17	-0.9	15
Cc1cc(/C=C2/C(=O)N(C)C(=S)N2C)ccc1N1CCCC1	0.0	21	-1.0	-20
Clc1ccc(CN2CCC(c3nc(-c4ccsc4)no3)CC2)s1	0.0	0	0.6	2
COc1ccc(N2C(=O)CSC2c2cccc(Br)c2)cc1 (stereo not given)	-0.1	-10	-1.3	0
Cc1ccc(Cn2nc(C)c(/C=C/C(=O)O)c2Cl)cc1	0.0	6	-0.2	0
COc1ccc(NC(=O)c2cc3nc(-c4ccc(F)cc4)cc(C(F)(F)F)n3n2)c(OC)c1	0.4	8	1.5	-1

Part of the list above in order of number of heavy atoms, largest number first:
SMILES	FBW7 activator	MITF primary	GPR151 activ	TEAD-YAP block
O=S(=O)(c1ccc(N2CCOCC2)nc1)N(Cc1ccccc1)Cc1ccccc1	-0.1	0	2.0	5
CC(=O)c1cccc(NC(=O)CSCc2c(F)cccc2Cl)c1	0.5	9	-0.9	-17
Cc1cc(C)c(NC(=O)CSc2nncn2C)c(C)c1	0.3	-3	-1.4	-3

(cont.)
SMILES	FBW7 activator	MITF primary	GPR151 activ	TEAD-YAP block
Cc1cc(C(=O)COC(=O)c2ccc3c(c2)OCO3)c(C)n1CC1CCCO1 (stereo not given)	0.0	-1	-1.5	7
O=C(CN1C(=O)C2CC=C(Cl)CC2C1=O)N1CCCCC1 (stereo not given)	0.2	7	1.0	3
CCCCc1ccc(C(=O)N/C(=C\c2ccc(F)cc2)C(=O)Nc2ccc(Br)cc2)cc1	-0.1	-1	-0.4	-3
CN1C(=O)C(C)(C)COc2ccc(NS(=O)(=O)c3cc(F)ccc3F)cc21	-0.1	-8	-0.3	-2
O=[N+]([O-])c1ccc(O)c(CN2CCCC(CO)C2)c1 (stereo not given)	0.0	-24	-0.3	-8
COc1ccc(NC(=O)C2=C(C)NC(=O)NC2c2cccc(OC)c2OC)c(OC)c1 (stereo not given)	0.1	14	-0.9	-4
CC(=O)c1ccc(COC(=O)c2cc3ccccc3oc2=O)cc1	-0.3	-2	-0.6	-28
Cc1ccc(-c2nnc3sc(C4COc5ccccc5O4)nn23)cc1 (stereo not given)	0.1	-13	-0.4	-2
Fc1ccc2nc(Nc3nc4cc5c(cc4s3)OCCO5)sc2c1	-0.1	-13	0.6	-37
Clc1ccc(-c2ccc(OCCN3CCOCC3)nc2)cc1	-0.4	11	-0.3	5
O=C(/C=C/c1ccc(Br)cc1)NCC1CCCO1 (stereo not given)	0.2	-8	0.0	-29
Cn1cnnc1-c1cccc(NS(=O)(=O)c2ccc(F)cc2)c1	-0.1	-7	-1.0	3
Cc1ccc(CNCc2cn[nH]c2-c2ccccc2)o1	0.0	16	0.0	-4
CCN(CC)CCNc1ccnc2ccc([N+](=O)[O-])cc12	-0.1	10	1.6	5
CCOC(=O)c1ccc(N/C=C/C(=O)c2cccs2)cc1	-0.1	-17	-0.8	-37
CCOC(=O)C1CCN(C(=O)CN2C(=O)COc3ccc(C(C)(C)C)cc32)CC1	-0.1	3	1.4	2
O=C(Nc1ccc(Oc2ccc3nsnc3c2)c(Cl)c1)c1cc(Cl)ccc1O	0.0	2	0.2	8
O=C(NCCc1c[nH]c2ccccc12)c1ccc(Cn2c(=S)[nH]c3cc4c(cc3c2=O)OCO4)cc1	0.2	3	1.0	3
NNC(=O)c1ccc(N2CCCCCC2)c([N+](=O)[O-])c1	0.0	-9	0.1	3
Cc1ccc(Nc2nc(NCc3ccco3)c3ccccc3n2)cc1	-0.1	5	0.8	46*
Cc1cc(Br)ccc1OCC(=O)Nc1ccccc1CO	0.1	-24	-0.7	-31
CC(C)(C)C(=O)Nc1c2c(nn1-c1ccc(Cl)cc1)CSC2	-0.1	-3	0.8	-18
COc1ccc(C2CC(C(F)(F)F)n3ncc(C(=O)Nc4cc5c(cc4C(C)O)OCO5)c3N2)cc1OC (stereo not given)	0.2	17	2.6	-17
COc1ccc2[nH]c3c(c2c1)CCOC31CCN(C(=O)CC(C)CC(=O)O)CC1 (stereo not given)	-0.9	-12	-0.9	-14
COc1ccc(C2CC(=O)C3=C(C2)NC(C)=C(C(=O)OC(C)C)C3c2cc3c(cc2Br)OCO3)cc1 (stereo not given)	0.3	12	-2.4	12
Cc1cc(C)c2nc(C(F)(F)F)nc(NCCCN3CCCC3=O)c2c1	0.1	-3	1.8	8
S=C(NCc1ccco1)Nc1ccc2c(c1)OCO2	0.1	20	2.0	-11
COc1ccc(/C=C2\SC(=S)N(CC3CCCO3)C2=O)c(OC)c1 (stereo not given)	0.0	10	-0.1	4
O=C(CCc1nnc(C2CCCCC2)o1)NC(c1ccccc1)c1ccco1 (stereo not given)	0.0	-10	0.0	-20
O=C(Nc1ccc2nn(-c3cccc(Cl)c3)nc2c1)c1ccc(-c2cccc([N+](=O)[O-])c2)o1	0.0	1	-0.1	3
CN(c1nc(CN2CCOCC2)nc2sc3c(c12)CCC3)C1CCCCC1	0.0	-3	0.1	-13
CCCCn1cnc2cc(NCc3ccncc3)ccc21	0.1	19	0.7	-2
Cc1cc(C(=O)NC(C)C(=O)O)cc(C)c1[N+](=O)[O-] (stereo not given)	0.0	0	5.0*	2
CNC(=O)CSc1nnnn1-c1ccc(C)cc1C	-0.1	8	1.2	-1
CC(=O)Nc1ccc(Nc2nccn3c(-c4ccc(F)cc4)cnc23)cc1	-0.2	15	-0.6	-2
C=CCN(C(=O)CNC(=O)c1cccs1)C(C(=O)NC1CCCC1)c1ccccc1C (stereo not given)	0.1	22	0.1	5
CCOc1cc(C(=O)Nc2ccc(S(=O)(=O)N3CCCCC3c3cccnc3)cc2)cc(OCC)c1OCC (stereo not given)	-0.1	2	1.2	14
CCOC(=O)c1cc(S(=O)(=O)N(CC)c2ccccc2)cn1C	-0.1	2	0.6	-1
N#Cc1c(N)nc2c(c1-c1ccccc1)CCCCC2	0.0	-5	0.2	-7
CC1(C)CC(=O)C/C(=N\NC(=O)c2cccs2)C1	-0.1	-10	-0.4	-9
O=C(Nc1ccccc1F)C1CC(=O)N(CCO)C(=Nc2ccccc2)S1 (stereo not given)	-0.1	4	-0.4	0
CCOc1ccc(-n2c(=S)sc3c(=O)n(-c4ccc(C)cc4)c(SCC(=O)Oc4ccccc4F)nc32)cc1	0.0	10	-0.7	4
COC(=O)c1ccc2c(=O)n(CCN3CCOCC3)c(SCc3ccccc3C)nc2c1	-0.1	-1	0.2	-3
COC(=O)c1ccccc1NC(=O)N1c2ccccc2Sc2ccccc21	0.1	-1	1.2	1
Cn1c(NCc2ccccc2)nc2c1c(=O)[nH]c(=O)n2C	0.2	3	-0.3	-2

Molecules above that have an NH in an aromatic ring (eight):
SMILES	FBW7 activator	MITF primary	GPR151 activ	TEAD-YAP block
COc1ccccc1C1CC(c2c(-c3ccccc3)c3cc(Cl)ccc3[nH]c2=O)=NN1C(C)=O (stereo not given)	0.0	5	-0.9	17
COCCN(CCOC)C(=O)CN1C(=O)NC(Cc2c[nH]c3ccccc23)C1=O (stereo not given)	-0.2	-4	-0.4	-6
COc1cc(/C=N/n2c(=S)[nH]nc(C)c2=O)cc(Br)c1O	0.0	13	0.2	1
CCn1c(N)c(Br)c(=O)[nH]c1=O	0.2	25	0.7	9
Cc1ccc(CNCc2cn[nH]c2-c2ccccc2)o1	0.0	16	0.0	-4
O=C(NCCc1c[nH]c2ccccc12)c1ccc(Cn2c(=S)[nH]c3cc4c(cc3c2=O)OCO4)cc1	0.2	3	1.0	3
COc1ccc2[nH]c3c(c2c1)CCOC31CCN(C(=O)CC(C)CC(=O)O)CC1 (stereo not given)	-0.9	-12	-0.9	-14
Cn1c(NCc2ccccc2)nc2c1c(=O)[nH]c(=O)n2C	0.2	3	-0.3	-2

(listing goes on)
SMILES	FBW7 activator	MITF primary	GPR151 activ	TEAD-YAP block
O=C(NCc1ccccn1)C(=O)NCc1ccco1	-0.1	-3	4.2	-2
COc1ccc(-c2cc(=O)oc3n[nH]c(C)c23)cc1	0.1	0	-0.6	2
Cc1ccc2oc(=O)c3cnn(CC(=O)N4CCC(N5CCCCC5)CC4)c3c2c1	-0.1	14	-0.1	6
CC(NC(=O)C1CC1)C(c1ccccc1)N1CCOCC1 (stereo not given)	-0.2	-13	-1.6	-7
Cc1cccc(NC(=O)C2C3C=CC4(O3)C2C(=O)N(CCCN2CCOCC2)C4C(=O)NC2CCCC(C)C2C)c1 (stereo not given)	0.4	-4	-1.4	-15
CC1=NN(c2ccc(Cl)c(C(=O)O)c2)C(=O)/C1=C/c1ccccc1Cl	-0.5	10	-1.5	7
C[C@]12CCC3c4ccc(O)cc4CCC3C1CC[C@@H]2O (stereo not given in full)	-0.1&0.0	10&18	-0.4&0.7	3&-4
CCc1ccccc1OCCCNC(C)(C)C	0.1	-8	1.2	9
Cc1nnc2sc(SCC(=O)c3ccc([N+](=O)[O-])cc3)nn2c1=O	-1.1	6	-1.6	-18
C=CCc1ccc(OCCOc2ccc(/C=C3/C(=N)N4N=C(C)SC4=NC3=O)cc2OC)c(OC)c1	0.0	10	-0.4	9
CCOC(=O)C1=C(C)N=c2s/c(=C\c3cn(-c4ccccc4)nc3-c3ccc(OC)cc3)c(=O)n2C1c1ccc(C)cc1 (stereo not given)	0.8	11	0.8	2
N#Cc1cc2cc3c(cc2nc1NCCNC(=O)c1ccccc1Cl)OCO3	0.0	-13	-0.6	4
O=c1[nH]c2ccc(Br)cc2[nH]c1=O	0.3	1	0.9	3
Cc1ccc(-c2cnc3c(NC4CCC(O)CC4)nccn23)cc1 (stereo not given)	0.3	-7	0.6	3
CC(C)n1c(-c2ccc(C(=O)NC3CC3)cc2)nc2c(NCc3cccc(C(F)(F)F)c3)ncnc21	0.3	-10	-1.2	19
COC(=O)C1=C(C)N(C)C(=O)NC1c1ccc(O)c(OC)c1 (stereo not given)	0.1	17	-1.5	7
Cc1ccc(S(=O)(=O)NCC2CCC(C(=O)N3CCCC3)CC2)cc1 (stereo not given)	-0.1	9	0.0	-2
Fc1ccc(-c2[nH]ncc2CNCc2ccco2)cc1	0.1	-2	-1.4	-6
CC(=O)Nc1cc2nn(-c3ccc(Cl)cc3)nc2cc1C	0.2	17	0.4	16
CC(C(=O)COc1ccc(Cl)cc1Cl)C(=O)N(C)C (stereo not given)	0.2	1	-0.8	9
Cn1c(=O)c2c(ncn2CCC(=N)N2CCOCC2)n(C)c1=O	-0.2	9	-0.9	-6
CCOC(=O)Nc1ccc2c(CNC(C)c3ccccc3OC)cc(=O)oc2c1 (stereo not given)	-0.2	3	-0.8	-18
C/C(=N\Nc1nc2ccccc2o1)c1ccc(C)c(C)c1	-0.4	6	0.2	-9
COc1ccc(Cl)cc1NC(=O)CSc1cc(N2CCOCC2)ncn1	-0.1	13	2.0	2
O=C(NC1CC1)[C@@H]1C=CCN1C(=O)Nc1ccccc1C(F)(F)F	0.3	10	-0.5	-3
CC(C)(C)c1nc(SCC(=O)N2CC(=O)Nc3ccccc32)c2ccccc2n1	-0.1	9	-0.9	-1

Screening data as filed in PubChem BioAssay.
